PI4K2A block = qHTS for small molecular inhibitors of PI4K2A | hit rate 0.13% among 420,000 | AID 1346378, 2018 | activity change, negative = inhibition, % at 76.9 µM | purified PI4K2A, ADP-Glo luminescence, 1 h; stronger effect = lower value | Phosphatidylinositol 4-kinase type 2-alpha (Homo sapiens), Q9BTU6; in the data active = activity change below about -50%; inconclusive = mostly about -30% to -49%;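 note: -100% = wells without enzyme as full effect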
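Compounds are screened against recombinant PI4K2A using PI as substrate and ATP, the latter dispensed at 300 microM. Reactions run one hour at ambient temperature before ADP-Glo detection; full inhibition defined by wells lacking enzyme.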
USP1 inh = Inhibitors of USP1/UAF1: Primary Screen | recombinant USP1/UAF1, Ub-Rhodamine cleavage fluorescence | Potency, µM (doses to about 57.1 µM), for inactives: at the highest dose activity change, negative = inhibition, usual class: inhibitors | hit rate 0.23% among 390,000 | Ubiquitin carboxyl-terminal hydrolase 1 (Homo sapiens), O94782; note: potency is the fitted concentration of half-maximal effect; % is set by controls: 0 for no effect and ±100 for the full control effect; nearly all actives have a fitted effect of over 60% in size; inactives centre near -12
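Step one: compound is pinned into 1nM USP1/UAF1 in HEPES pH 7.8 buffer with TCEP. Step two: 15 min room-temperature incubation. Step three: Ub-Rho (150nM final) starts cleavage, tracked by fluorescence over six one-minute reads.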
mIDH1 inhibitor = qHTS for Inhibitors of mutant isocitrate dehydrogenase 1 (IDH1): qHTS | IDH1-R132H enzyme, NADPH consumption, diaphorase/resazurin fluorescence | Isocitrate dehydrogenase [NADP] cytoplasmic (Homo sapiens), O75874 | AID 602179, 2012 | Potency, µM (top dose mostly 76.6 µM), without a hit: top-dose activity change, negative = inhibition, most hits filed as inhibitors | hit rate 0.093% among 390,000; note: potency is the fitted concentration of half-maximal effect; % is set by controls: 0 for no effect and ±100 for the full control effect; nearly all actives have a fitted effect of over 65% in size
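IDH1-R132H (0.5 ug/mL dispensed) in pH 7.5 Tris buffer was preincubated 30 min with compound, then given a substrate mix of 0.016 mM NADPH and 2 mM alpha-KG for 80 min at room temperature; remaining NADPH was read by diaphorase/resazurin fluorescence.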
GLS inh = qHTS for Inhibitors of Glutaminase (GLS); hit rate 0.21% among 410,000; Potency, µM (highest dose often 45.5 µM), inactives show at the top dose activity change, negative = inhibition, hits mostly inhibitors; Glutaminase kidney isoform, mitochondrial (Homo sapiens), O94925; GLS enzymatic activity, qHTS titration; AID 624170, 2012; note: potency is the fitted concentration of half-maximal effect; % is set by controls: 0 for no effect and ±100 for the full control effect
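Enzyme dispensed in phosphate buffer (45 mM, pH 8.2, 0.02% Tween-20), compounds pinned in, then 1 mM L-glutamine solution and the glutamate oxidase–HRP–Amplex Red mix added; fluorescence read immediately and again after 30 min at room temperature.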
TrxR1 inh = qHTS Assay for Inhibitors of Mammalian Selenoprotein Thioredoxin Reductase 1 (TrxR1): qHTS. recombinant rTrxR1, NADPH fluorescence consumption, selenite substrate. Potency, µM (series often up to 114 µM), inactives show top-dose activity change, negative = inhibition, hits mostly inhibitors. hit rate 1% among 390,000; note: potency is the fitted concentration of half-maximal effect; % is set by controls: 0 for no effect and ±100 for the full control effect; nearly all actives have a fitted effect of over 65% in size
Target sequence (O89049 whole entry, looked up): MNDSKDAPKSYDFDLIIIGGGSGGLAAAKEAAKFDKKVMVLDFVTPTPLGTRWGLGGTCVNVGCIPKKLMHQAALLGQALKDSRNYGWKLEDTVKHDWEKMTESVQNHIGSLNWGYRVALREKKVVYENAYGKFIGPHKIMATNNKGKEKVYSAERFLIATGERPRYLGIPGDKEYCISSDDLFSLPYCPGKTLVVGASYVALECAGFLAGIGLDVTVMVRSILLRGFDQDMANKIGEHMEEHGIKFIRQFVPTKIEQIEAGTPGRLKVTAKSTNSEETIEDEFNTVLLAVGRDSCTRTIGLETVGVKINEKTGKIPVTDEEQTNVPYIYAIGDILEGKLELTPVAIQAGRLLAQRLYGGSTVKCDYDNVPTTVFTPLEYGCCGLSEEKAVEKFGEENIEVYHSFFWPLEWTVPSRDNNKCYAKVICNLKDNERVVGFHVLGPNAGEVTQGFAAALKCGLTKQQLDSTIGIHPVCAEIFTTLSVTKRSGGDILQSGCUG
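Rat TrxR1 (90 nM in the dispensed reagent) was pre-reduced with 400 uM NADPH for 5 min at room temperature, then incubated with compound for 15 min. After 400 uM selenite was added, NADPH fluorescence (Ex 340/Em 450 nm) was followed for 8 min.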
TrxR1 substrate = qHTS Assay for Substrates of Mammalian Selenoprotein Thioredoxin Reductase 1 (TrxR1): qHTS. purified TrxR1 substrate turnover, NADPH consumption readout. Potency, µM (top dose mostly 114 µM), for inactives: top-dose activity change, negative = substrate turnover. hit rate 0.01% among 390,000; note: potency is the fitted concentration of half-maximal effect; % is set by controls: 0 for no effect and ±100 for the full control effect; nearly all actives have a fitted effect of over 50% in size
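Rat TrxR1, dispensed at 90 nM, was prereduced with 400 uM NADPH (final) for 5 min at ~22 deg C, then incubated with compound 15 min before 400 uM selenite. A first-read NADPH fluorescence drop versus no-compound background flagged substrates.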
HP1b chromo inh = HTS for Inhibitors of HP1-beta Chromodomain Interactions with Methylated Histone Tails. Chromobox protein homolog 1 (Homo sapiens), P83916. AlphaScreen HP1-beta / biotin-H3K9me3 peptide binding. Potency, µM (titrated, usually from 114 µM), inactives show top-dose activity change, negative = inhibition, usual class: inhibitors. hit rate 0.56% among 390,000. AID 540317, 2011; note: potency is the fitted concentration of half-maximal effect; nearly all actives have a fitted effect of over 70% in size; inactives centre near 23
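Compound inhibition of the preformed complex between 50 nM HP1-beta and 50 nM biotinylated H3K9me3 peptide was read by AlphaScreen. Buffer was PBS pH 7.4 with 0.01% Tween-20. Incubations ran 30 min at room temperature, with 10 ug/mL donor/acceptor beads.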
Pin1 inhibitor = qHTS Assay to Find Inhibitors of Pin1; hit rate 0.009% among 390,000; AID 504891, 2011; Potency, µM (series often up to 115 µM), for inactives: at the highest dose activity, negative = inhibition, most hits filed as inhibitors; Pin1 FP peptide displacement, HiFluor488, 10 min; active = well fitted inhibition curve with a large enough effect in the polarisation, with a control signal flat, not every such curve was filed as active; inconclusive = small, poorly fitted or top-dose-only effect, or effect the other way, or a change in a side signal; inactive = no such curve, though single readings can be large or run the other way; the % refers to the polarisation; note: potency is the fitted concentration of half-maximal effect; % is set by controls: 0 for no effect and ±100 for the full control effect
Tb PGK inh = qHTS Assay to Find Inhibitors of Phosphoglycerate Kinase | PGK/GAPDH coupled, Kinase-Glo luminescence, 60 min | Potency, µM (titrated, usually from 57.5 µM), without a hit: at the highest dose activity change, negative = inhibition, usual class: inhibitors | hit rate 0.043% among 380,000 | AID 602233, 2012; note: potency is the fitted concentration of half-maximal effect; % is set by controls: 0 for no effect and ±100 for the full control effect; nearly all actives have a fitted effect of over 60% in size
Target sequence (P07378 whole entry, looked up): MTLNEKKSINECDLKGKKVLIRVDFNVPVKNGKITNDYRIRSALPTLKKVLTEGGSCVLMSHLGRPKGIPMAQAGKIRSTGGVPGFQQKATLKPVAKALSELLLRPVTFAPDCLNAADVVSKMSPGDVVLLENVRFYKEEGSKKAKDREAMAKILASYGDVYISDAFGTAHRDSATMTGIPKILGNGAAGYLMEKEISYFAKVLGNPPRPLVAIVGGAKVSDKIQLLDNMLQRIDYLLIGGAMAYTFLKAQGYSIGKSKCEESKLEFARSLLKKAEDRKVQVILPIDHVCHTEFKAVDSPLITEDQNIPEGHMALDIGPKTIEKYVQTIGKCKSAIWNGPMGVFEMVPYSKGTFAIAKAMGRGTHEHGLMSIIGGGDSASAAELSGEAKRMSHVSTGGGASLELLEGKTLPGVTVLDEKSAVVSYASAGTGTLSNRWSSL
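Luminescent ATP detection (Kinase-Glo Plus) follows a 60-minute room-temperature incubation, with wells lacking PGK as controls. Buffer: 100 mM TEA (pH 7.6), 5 mM MgCl2, 0.01% Tween-20. Coupling enzyme GAPDH (100 nM final) supplies unstable 1,3-BPG in-well.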
The depositor's hits bear a star; i = inactive; ? = inconclusive; nt = no result given; & = joins results of further samples; [ ] = another dose, or the depositor's remark. Unless noted, calls come from the whole dose curve; as a rule, active = well fitted curve in the direction sought with a large enough effect; inconclusive = small, poorly fitted or top-dose-only effect, or another doubt; inactive = no such curve, though single readings can be large; an effect the other way counts as inactive or inconclusive. Not all compounds are listed. The share of hits here may be higher or lower than overall.

canonical_smiles	USP1 inh	HP1b chromo inh	GLS inh	Pin1 inhibitor	PI4K2A block	mIDH1 inhibitor	TrxR1 inh	TrxR1 substrate	Tb PGK inh
Cc1nn(CC(=O)N(C)Cc2ccccc2)c(=O)c2cccn12	-9%	19%	-14%	4%	2	2%	14%	5%	-1%
Cc1ccc(CN2C(=O)C(=O)N(CC(N)=O)C2=O)cc1	-21%	29%	-3%	-10%	3	4%	14%	3%	-2%
Cc1cc(C)nc(NC(=S)Nc2ccccc2)n1	-13%	39%	3%	5%	-2	4%	1%[57.1 µM]	-6%	-7%
c1ccc(-c2nnc(-c3ccccc3)c(-c3c[nH]c4ccccc34)n2)cc1	-18%	16%	3%	6%	-5	-1%	13%[57.1 µM]	13%[57.1 µM]	-8%
COc1ccc(S(=O)(=O)NCc2ccc3c(c2)CCN3C(C)=O)cc1OC	5%	18%[57 µM]	1%	-1%	-4	50%[activator]	22%[57.1 µM]	8%[57.1 µM]	-1%
CCC(C)(C)n1nnnc1C(c1cc(OC)c(OC)c(OC)c1)N1CCN(c2ccccc2)CC1 (stereo unspecified)	-8%	17%	21%	-7%	8	0%	6%[57.1 µM]	3%[57.1 µM]	3%
CSCCC(=O)N1CCCC(CNC(=O)c2ccc(-c3ccccc3)cc2)C1 (stereo unspecified)	-13%	40%[activator]	-2%	5%	-2	-5%	25%	-1%	nt
CCc1ccccc1NC(=S)N1CCC(NC(=O)c2ccc(OC)cc2)CC1	-19%	21%	-4%	-4%	-21	-3%	21%	2%	-3%
CN(Cc1ccc(F)cc1)S(=O)(=O)c1nnc(NC(=O)c2ccccc2Br)s1	-7%&-6%	34%&93%	22%&0%	5%&12%	-6&-2	5%&0%	-23%	-18%	-5%&-15%
CC(C)c1ccc(C2(C)NC(=O)N(CC(=O)NC3CCCC(C)C3C)C2=O)cc1 (stereo unspecified)	-14%	25%	-5%	-6%	7	-5%	12%	-5%	i
Cc1ccccc1C(=O)Nc1ccnn1C1CCN(Cc2ccncc2)CC1	-4%	22%	1%	-14%	-2	3%	?	-7%	-3%
O=C(NCCc1ccccc1)C(=O)Nc1ccc([N+](=O)[O-])cc1	-18%	42%[activator]	3%	-2%	-4	-6%	19%	3%	-4%
Cc1cccc(-c2nn3c(=O)cc(CN4CCN(C(=O)c5ccccc5Br)CC4)nc3s2)c1	-17%	9%[57 µM]	-5%	10%	-2	-6%	15%[57.1 µM]	6%[57.1 µM]	-7%
Cc1ccc(Cl)cc1NC(=O)CCS(=O)(=O)c1cccc2nonc12	0%	14%	-16%	-1%	-2	7%	-11%	-2%[0.457 µM]	0%
O=C(COC(=O)CNC(=O)c1ccc(Cl)cc1Cl)NCc1ccco1	-6%	9%	2%	2%	-9	2%	-8%	0%	7%
Cc1cccc(N(C)C(=O)C2CCC(CNS(=O)(=O)c3cccc4nsnc34)CC2)c1 (stereo unspecified)	-11%	11%	4%	-3%	-3	-5%	18%	-2%	-7%
Cc1nn(C)c(C)c1NS(=O)(=O)c1ccccc1Cl	0%	33%	11%	2%	-1	-7%	5%	-2%	4%
CCCCNC(=O)N1CCC(CCC(=O)N(C)Cc2ccccc2)CC1	-14%	24%	6%	-5%	-19	3%	-3%	6%[57.1 µM]	2%
Cc1c(NC(=O)CN2C(=O)NC(CCc3ccccc3)C2=O)c(=O)n(-c2ccccc2)n1C (stereo unspecified)	-26%	43%[activator]	-17%	-2%	2	1%	0%	-2%	-6%
Cc1nnc(SCC(=O)c2c(N)n(Cc3ccccc3)c(=O)n(C)c2=O)n1C	-16%	36%	13%	3%	-4	0%	15%	1%	1%
O=C(NC(=S)Nc1ccc(Cc2ccncc2)cc1)c1ccccc1	4%	?	17%	4%	6	0%	?	5%[57.1 µM]	-4%
O=S(=O)(c1ccc(F)cc1)N1CCN(C(=S)NCc2ccco2)CC1	2%	-5%	10%	-4%	0	3%	-17%	-11%	-2%
C=CCc1ccccc1OCC(CN1CCCCC1)OC(C)=O (stereo unspecified)	-20%	25%	2%	6%	5	0%	-19%[57.1 µM]	-23%[57.1 µM]	-8%
Cc1ccc(C(=O)NCC(=O)N2CCN(c3ccccc3)CC2)cc1	-17%	32%	8%	-3%	-1	0%	19%	6%	-8%
CCC(C)Nc1oc(-c2ccc(COc3ccc(Cl)cc3)o2)nc1C#N (stereo unspecified)	-27%	11%	12%	7%	-1	-15%	23%	8%	-6%
CC(=O)C1=C(O)C=C(c2ccco2)CC1c1ccco1 (stereo unspecified)	-8%	5%	22%	3%	0	-1%	-31%	-12%	-4%
COCCn1c(SCC(=O)N2CCOCC2)nc2c(c1=O)SCC2	-1%	1%	-1%	0%	2	-1%	-12%	-9%	0%
CC(C)C(=O)NCCc1nc(-c2ccccc2)no1	16%	32%	7%	16%	-3	-8%	14%[57.1 µM]	9%[57.1 µM]	2%
Cc1cc(=O)[nH]c2nnc(SCC(=O)Nc3ccc(OC(F)(F)F)cc3)n12	-21%	31%[activator]	-7%	-17%	1	-13%	8%[57.1 µM]	-5%[57.1 µM]	i
CCn1cc(Cl)c(C(=O)Nc2ccc(OC)c(OC)c2)n1	-4%	31%	3%	0%	2	0%	-5%	-7%	3%
CC(=O)c1ccc(-c2ccc(C(=O)N3CCC(C(N)=O)CC3)o2)cc1	-11%	39%[activator]	-1%	2%	4	10%	?	242%[activator]	i
COc1ccc(C)cc1N(CC(=O)Nc1cccnc1)S(=O)(=O)c1ccccc1	-13%	43%[activator]	-6%	8%	2	8%	20%[11.4 µM]	9%[11.4 µM]	1%
COC(=O)c1ccccc1NC(=O)/C=C/C(=O)O	-3%	63%[activator]	1%	-4%	6	1%	-20%	-7%	-2%
CCOc1ccc(-c2nc(C#N)c(N3CCN(CC)CC3)o2)cc1	-20%	-8%	4%	?	1	2%	1%	93%[activator]	2%
COc1cccc(OC)c1C(=O)Nc1ccc2c3c(cccc13)CC2	-11%	15%	-7%	14%	3	14%	7%	-2%	-8%
CCn1c2ccccc2c2cc(CN3CCN(Cc4cc(OC)c(O)c(OC)c4)CC3)ccc21	-15%	?	13%	0%	3	12%	-34%	-2%	-11%
CCCNC(=O)C(Cc1ccccc1)NS(=O)(=O)c1ccc2c(c1)c(=O)n(C)c(=O)n2C (stereo unspecified)	-20%&-7%	33%&22%	-1%&-14%	-15%&-20%	-6&-5	-2%&-18%	30%&13%	4%&11%	-8%&-7%
CCOc1ccc(NC(=O)COC(=O)CCN2C(=O)C3CC=CCC3C2=O)cc1OCC (stereo unspecified)	-14%	-21%	10%	1%	1	6%	2%	3%	-2%
Cc1cc(Cl)cc(C)c1OCCCCCn1ccnc1	-22%	20%	-10%	17%	-1	4%	15%	4%	i
CC(CCc1ccco1)NC(=O)CCc1nnc2ccc(NCc3ccccc3Cl)nn12 (stereo unspecified)	-3%	49%[activator]	-10%	-5%	-4	-11%	25%	-4%	-8%
COc1ccc2c(C)cc(SCC(=O)NCCN3C(=O)CSC3=O)nc2c1	-11%	36%	1%	9%	-5	1%	-11%	-1%	-1%
O=C(CCCc1ccncc1)c1ccccc1	-11%	32%	2%	-4%	-5	3%	-4%	-6%	-7%
CN(Cc1nc(-c2cccs2)no1)CC(O)c1ccccc1 (stereo unspecified)	-12%	25%[57 µM]	-9%	11%	0	4%	-1%	-8%	-7%
Cc1ccc2[nH]cc(C(c3ccccc3)c3ccc(Cl)s3)c2c1 (stereo unspecified)	-13%	29%	0%	6%	3	2%	10%	-1%	-10%
CCN(CC)CC(C)(C)NS(=O)(=O)c1ccc(Cl)cc1	1%	29%	36%[activator]	3%	1	-1%	0%	5%	6%

Source: PubChem BioAssay
